Source: PubChem BioAssay
TDP43 rescue – inhibitors of TDP-43 toxicity in yeast | TDP-43 expressing yeast growth rescue, BacTiter-Glo, 24 h | Potency, µM (series often up to 46.1 µM), for the others: at the top dose growth rescue (activation), usual class: activators | 410,000 tested, 1.8% active; note: % of control where 0% means no effect; nearly all actives have a fitted effect of over 50% in size
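Growth rescue of TDP-43-toxic yeast measured as ATP luminescence (BacTiter-Glo). Cells grown to mid-log in raffinose, induced in galactose at OD600=0.02, exposed to compound 24 hr at 30 deg C.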
EPAC1 antag – EPAC1 (human) antagonism | Potency, µM (titrated, usually from 115 µM), for inactives: at the top dose activity change, negative = inhibition, most hits filed as inhibitors | O95398 | 360,000 tested, 0.14% active | AID 720709 | EPAC1 GEF assay, Rap1b-BODIPY-GDP exchange fluorescence;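 note: plate controls were vehicle for no effect and positive control for full effect; nearly all actives have a fitted effect of over 50% in size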
aSyn yeast inh – alpha-synuclein toxicity inhibition in yeast; Yeast expressing alpha-synuclein, growth rescue, BacTiter-Glo, 24 h; Potency, µM (top dose mostly 46.1 µM), inactives show top-dose growth rescue (activation), hits mostly activators; 370,000 tested, 0.14% active; note: % of control where 0% means no effect; nearly all actives have a fitted effect of over 65% in size
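Galactose-induced alpha-syn yeast (OD600=0.02, raffinose-pregrown) + pinned cpd, 24 hr, 30 deg C; growth by BacTiter-Glo luminescence. Growth restoration scores as activation.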
EPAC1 agonist – agonists of human EPAC1. EPAC1 agonist qHTS, biochemical assay; response scale: 100% = response to 6.5 mM cAMP. Potency, µM (top dose mostly 154 µM), inactives show top-dose activation, hits mostly activators. 360,000 tested, 0.073% active. O95398. AID 720707; note: nearly all actives have a fitted effect of over 60% in size
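Multi-concentration qHTS readout: loss of Rap1B-bound BODIPY-GDP fluorescence driven by 100 nM EPAC1 with excess GDP (50 uM), monitored kinetically at room temperature; agonist response expressed relative to 6.5 mM cAMP.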
EPAC2 agonist – agonists of human EPAC2 (RAPGEF4) | EPAC2 activation, biochemical qHTS; response scale: 100% = 6.5 mM cAMP response | Potency, µM (top dose mostly 154 µM), for the others: top-dose activation, usual class: activators | 360,000 tested, 0.079% active | AID 720711; note: nearly all actives have a fitted effect of over 50% in size
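Compounds were titrated in qHTS against a Rap1B-BODIPY-GDP (250 nM) complex with EPAC2 (100 nM) and GDP (50 uM). BODIPY-GDP release tracked at 480/540 nm over 30 min at room temperature, normalized to 6.5 mM cAMP.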
PTHR1 ag – agonists of human PTHR1 parathyroid hormone receptor; AID 743266; Q03431; 410,000 tested, 0.075% active; HEK293 GP2 PTHR1 cells, GloSensor cAMP luminescence, 1 h; Potency, µM (highest dose often 115 µM), for inactives: at the top dose activation, hits mostly activators; note: nearly all actives have a fitted effect of over 55% in size; some results filed as inactive show a strong effect at the top dose; inactives centre near -15; many of its hits are not listed in these tables
Target sequence (Q03431 whole entry, looked up): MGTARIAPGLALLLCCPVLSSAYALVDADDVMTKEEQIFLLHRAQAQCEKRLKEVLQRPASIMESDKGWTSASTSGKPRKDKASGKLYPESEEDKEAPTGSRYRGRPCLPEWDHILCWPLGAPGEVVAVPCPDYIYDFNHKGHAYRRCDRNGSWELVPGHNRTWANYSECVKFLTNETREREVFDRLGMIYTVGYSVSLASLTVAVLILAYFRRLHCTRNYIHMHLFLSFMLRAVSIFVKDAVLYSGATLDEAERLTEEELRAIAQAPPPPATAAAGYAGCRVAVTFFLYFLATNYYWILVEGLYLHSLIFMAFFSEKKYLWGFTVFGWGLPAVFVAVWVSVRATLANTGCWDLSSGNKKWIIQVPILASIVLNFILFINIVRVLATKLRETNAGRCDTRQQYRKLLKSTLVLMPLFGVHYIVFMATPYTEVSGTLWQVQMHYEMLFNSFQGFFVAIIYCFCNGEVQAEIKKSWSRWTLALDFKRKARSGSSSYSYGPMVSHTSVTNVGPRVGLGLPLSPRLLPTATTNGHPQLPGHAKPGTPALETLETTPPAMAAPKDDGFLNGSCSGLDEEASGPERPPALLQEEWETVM
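HEK-293-derived GP2 cells expressing PTHR1 and a GloSensor cAMP reporter, 3,000/well, plated overnight, given luciferin plus IBMX (each 0.5 mM as added) for 1 h at 37 °C, then compound for 1 h at 37 °C. Luminescence was read after 15 min at room temperature.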
FUS yeast rescue – FUS proteinopathy suppression in yeast | S. cerevisiae FUS-expressing, growth rescue, OD600, 24 h | Potency, µM (top dose mostly 76.6 µM), inactives show top-dose growth rescue (activation), actives largely listed as activators | 390,000 tested, 0.24% active;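 note: plate controls were DMSO vehicle for no effect and reference control for full effect; nearly all actives have a fitted effect of over 55% in size; some results filed as inactive show a strong effect at the top dose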
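Absorbance at 600 nm, taken 24hr after compound addition, measured rescue of FUS-yeast growth at 30C. Induction used 2% galactose with seeding at OD 0.005. Controls: CP55940 from 92uM final, DMSO only.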
EPAC2 antagonist – antagonists of human EPAC2; Q8WZA2; 360,000 tested, 0.18% active; Potency, µM (top dose mostly 114 µM), for inactives: at the top dose activity, negative = inhibition, most hits filed as inhibitors; AID 720708; EPAC2 GEF exchange of Rap1B-BODIPY-GDP, fluorescence; note: % is set by controls: 0 for no effect and ±100 for the full control effect; nearly all actives have a fitted effect of over 45% in size; many of its hits are not listed in these tables
* hit, by the source's call; i = inactive; ? = inconclusive; nt = not tested or not shown; [ ] = remark or other dose. Calls come from the whole dose curve; as a rule, active = well fitted curve in the direction sought with a large enough effect; inconclusive = small, poorly fitted or top-dose-only effect, or another doubt; inactive = no such curve, though single readings can be large; an effect the other way counts as inactive or inconclusive. Potency is the fitted concentration of half-maximal effect. The list is partial; rates above refer to the full screens.

SMILES	TDP43 rescue	EPAC1 antag	aSyn yeast inh	EPAC1 agonist	EPAC2 agonist	PTHR1 ag	FUS yeast rescue	EPAC2 antagonist
N#CCC(=O)N/N=C/c1c2ccccc2cc2ccccc12	-1%	8%	1%	1%	13%	-3%	19%	-2%
CC(C)CC(NC(=O)OC(C)(C)C)C(=O)NC(C(=O)N1CCCC1C(N)=O)C(C)C (configuration not stated)	-4%	-9%	6%	-10%	-29%[15.6 µM]	-6%[57.5 µM]	-8%	11%
Cc1ccc(CNc2nc3ccccc3n2C)cc1	25%	-7%	-8%	-8%	16%	i	9%	-15%
COc1ccc(OC)c2c(C)cc(N3CCN(C(=O)c4ccc(Cl)cc4)CC3)nc12	-22%	-7%	10%	9%	21%	-27%	15%	-12%
Cc1ccc2[nH]c(=O)c3cc(C(=O)NCC4CCCO4)sc3c2c1 (configuration not stated)	15%[9.22 µM]	8%	4%	-1%	-3%	0%	-5%	-9%
O=S(=O)(c1ccc(Br)cc1)N1CCCN(Cc2ccccc2F)CC1	9%	-7%	6%	2%	10%	-1%	-1%	-3%
COc1ccc(CN2C(=O)C(C)Oc3ccccc32)cc1 (configuration not stated)	26%	-12%	8%	-6%	7%	-41%[inhibitor]	11%	-12%
CN(C)S(=O)(=O)c1cccc(NC(=O)COC(=O)c2cc3ccccc3oc2=O)c1	-23%	-4%	-11%	3%	4%	i	34%	4%
CCCCC(=O)Nc1cc(Cl)ccc1C(=O)O	17%	-14%	-8%	-3%	-1%	-15%	-22%	-7%
CCCCNC(=O)CSc1nnc(-c2ccc(S(=O)(=O)N3CCCC3)cc2)n1C	-29%	3%	2%	7%	16%	i	-11%	0%
CCN(CC)C(=O)c1sc(NC(=O)c2c(OC)cccc2OC)c(C#N)c1C	-28%	-10%	-1%	-3%	4%	-19%	9%	-14%
COc1cc(-c2cccc([C@H]3[C@@H]4C=CC[C@@H](C)[C@@H]4C(=O)N3Cc3ccccc3)c2)cc(OC)c1OC	3%	1%	-8%	-7%	7%	-7%	?	-7%
COc1ccc(/C=N/Nc2nonc2N)cc1	1%	-4%	-9%	-4%	-1%	9%[57.5 µM]	20%	1%
O=C(COC(=O)c1c2ccccc2cc2ccccc12)NCC(F)(F)F	16µM*	-16%	18%	9%	16%	i	nt	-22%
O=c1[nH]c(SCc2nc3ccccc3c(=O)n2-c2ccccc2)nc2ccccc12	20%	-2%	7%	1%	0%	-6%	-2%	6%
CCOP(=O)(c1ccccc1)c1nc(-c2ccc(F)cc2)oc1N1CCCCC1 (configuration not stated)	-22%	-27%	8%	-3%	5%	i	28%	-7%
O=C(NCc1ccco1)C1CCCN(S(=O)(=O)Cc2ccccc2)C1 (configuration not stated)	-11%	0%	6%	8%	13%	19%[57.5 µM]	-9%	0%
CC(C)Cc1cc(C(=O)Nc2cc(Br)ccc2O)no1	15%	-18%	3%	-3%	5%	-20%	18%	-7%
Cc1nc(N)nc(N)c1-c1ccc(Cl)c(Cl)c1	-3%	7%	3%	0%	1%	-38%[inhibitor]	nt	22%
Nc1n[nH]c(-c2ccc(F)cc2)n1	5%	0%	2%	0%	2%	i	9%	3%

2 records drawn at random from those above:
SMILES	TDP43 rescue	EPAC1 antag	aSyn yeast inh	EPAC1 agonist	EPAC2 agonist	PTHR1 ag	FUS yeast rescue	EPAC2 antagonist
O=c1[nH]c(SCc2nc3ccccc3c(=O)n2-c2ccccc2)nc2ccccc12	20%	-2%	7%	1%	0%	-6%	-2%	6%
O=C(COC(=O)c1c2ccccc2cc2ccccc12)NCC(F)(F)F	16µM*	-16%	18%	9%	16%	i	nt	-22%

Limited to FUS yeast rescue (two entries from above):
mol	FUS yeast rescue
COc1cc(-c2cccc([C@H]3[C@@H]4C=CC[C@@H](C)[C@@H]4C(=O)N3Cc3ccccc3)c2)cc(OC)c1OC	?
O=S(=O)(c1ccc(Br)cc1)N1CCCN(Cc2ccccc2F)CC1	-1%

More results follow.
SMILES	TDP43 rescue	EPAC1 antag	aSyn yeast inh	EPAC1 agonist	EPAC2 agonist	PTHR1 ag	FUS yeast rescue	EPAC2 antagonist
CCCCN(C(=O)C1CC(=O)N(c2ccc3c(c2)OCCO3)C1)c1c(N)n(CC(C)C)c(=O)[nH]c1=O (configuration not stated)	-37%[inhibitor]	-10%	-7%	-1%	-4%	?	47%	2%
COc1ccc(-c2noc(N3CCC(C(=O)NCc4ccccc4Cl)CC3)n2)cc1	15%	4%	2%	-2%	-2%	-42%[inhibitor]	4%	8%
O=C(COC(=O)c1cc[n+]([O-])cc1)Nc1ccc(Cl)cc1Cl	16%	5%	-3%	-2%	7%	i	nt	12%
CCOc1cc(Br)c(CC(=O)NC2CCCCCC2)cc1OCC	6%	15%	-7%	10%	4%	-8%	29%	-10%
CC(=O)Nc1ccc(C(=O)Nc2ccc(S(=O)(=O)N3CCOCC3)cc2)cc1	23%	7%	3%	5%	-1%	-25%	22%	-7%
Cc1occc1C(=O)Nc1cccc(C(F)(F)F)c1	?	-1%	-26%	-2%	2%	i	14%	0%
Cc1ccc(N2C(=O)CSC2c2cccnc2)cc1F (configuration not stated)	-3%	13%	1%	-2%	-6%	-11%[57.5 µM]	6%	10%
COc1ccc(NC(=O)CN2CCC(NC(=O)C3CCCCC3)CC2)c([N+](=O)[O-])c1	12%	3%	-3%	4%	2%	-25%	-34%	0%
NCc1csc(NC(=O)Nc2cccc(Cl)c2)n1	6%	0%	-1%	8%	2%	i	-9%	3%
C=CCOC(=O)Nc1snnc1C	8%	6%	9%	7%	-1%	-6%	-16%	-5%
Cc1cccc(-n2c(C)cc(/C=C3\C(=N)N4N=C(CC(C)C)SC4=NC3=O)c2C)c1	16%	8%	-18%	-4%	4%	-13%	-17%	12%
Cc1cc(C)n(-c2cccc3cccnc23)n1	-9%	3%	-8%	1%	-7%	-6%[57.5 µM]	5%	6%
O=C(C1CCC1)N1CCc2cc(S(=O)(=O)Nc3ccc4c(c3)OCCO4)ccc21	9%	-11%	0%	-21%	-7%	-20%[57.5 µM]	18%	12%
O=C(O)c1sccc1Oc1ccc(NS(=O)(=O)c2ccc(Cl)cc2)cc1	18%	-8%	21%	-12%	4%	-5%	-12%	2%
CC(=O)c1ccc(N2CCN(C(=O)C3CCN(S(=O)(=O)c4ccc(F)cc4)CC3)CC2)cc1	29%	-1%	-3%	-2%	1%	i	-8%	3%
C/C(=N\NC(=O)c1nn(C)cc1Br)c1ccncc1	-13%	-4%	-2%	8%	9%	-13%	nt	8%
C/C=C/c1ccc(OCC(=O)N2CCc3cc(OC)c(OC)cc3C2)c(OC)c1	nt	-10%	nt	0%	16%	i	17%	-1%
Cc1c(CC(=O)NCC(=O)O)c(=O)oc2cc3occ(-c4ccccc4)c3cc12	-15%	?	2%	-2%	5%	i	28%	-25%
CCCC(=O)Nc1nnc(SCC(=O)NCc2ccc3c(c2)OCO3)s1	17%[9.22 µM]	-1%	-2%	1%	0%	?	15%	0%
COc1ccc(CCNC(=O)c2cnn(-c3cccc(C)c3)c2C2CCNCC2)cc1OC	5%	nt	-12%	nt	nt	i	-4%	nt
O=C(COC(=O)CNC(=O)c1ccccc1F)Nc1ccc2[nH]c(=O)[nH]c2c1	1%	14%	2%	0%	2%	i	5%	-4%
O=C1NC(Cc2ccccc2)c2nc3cc(F)ccc3c(=O)n2-c2ncccc21 (configuration not stated)	28%	-8%	4%	-17%	-6%	-69%	-11%	-15%
Cc1ccc(C(=O)NCC(=O)N2CCC(Cc3ccccc3)CC2)cc1	-26%	-5%	3%	-5%	4%	-12%	19%	-13%
COc1ccc(CCNC(=O)c2cccn2C)cc1	0%	11%	-7%	-20%	2%	-20%	32%	13%
CCOC(=O)C1CCN(C(=O)CN2C(=O)NC3(CCCCC3)C2=O)CC1	-1%	-7%	-3%	8%	7%	3%	3%	-8%
Cc1cccc(NC(=O)Cn2cnc3ccc(S(=O)(=O)N4CCC(C)CC4)cc3c2=O)n1	-8%	-1%	-8%	-3%	14%	-7%	35µM*	1%
O=C(NCCNC(=O)c1ccc(Br)o1)c1cccnc1	-14%	4%	2%	-19%	0%	-9%	13%	2%
C[C@@H]1CC[C@]2(C(=O)O)CC[C@]3(C)C(=CCC4[C@@]5(C)CC[C@H](O)[C@@](C)(C(=O)O)C5CC[C@]43C)C2[C@]1(C)O (some centres not stated)	22%	2%	6%	-4%	0%	i	?	6%
CCc1nc(Cl)c(C#N)c2c1CSC(C)(C)C2	25%	-2%	1%	-1%	11%	-11%	-22%	-25%[57.1 µM]
COc1ccc(CC(=O)Nc2ccc(-c3noc(-c4ccccc4OC)n3)cc2)cc1	5%	-21%	-2%	9%	-4%	-19%	27%	-5%
Cc1ccc(NC(=S)Nc2cccc3cnccc23)cc1	16%	0%	3%	3%	4%	-27%	-19%	-4%
COCC1CCCN(Cc2cn(Cc3ccccc3)nc2-c2cc3ccccc3o2)C1 (configuration not stated)	-10%	-2%	-2%	-3%	2%	i	18%	-3%
Cn1c(SCC(=O)Nc2ccc3cn[nH]c3c2)nnc1-c1cnccn1	-26%	-15%	-2%	1%	10%	i	37%	-1%
CCN(CC)CCCNC(=S)N(CCO)Cc1cc2cc3c(cc2[nH]c1=O)OCCO3	0%	-14%	-4%	12%	22%	15%	-1%	8%
Cc1cc2cc3c(N)[nH]nc3nc2cc1C	17%	-5%	-2%	-3%	4%	i	21%	-6%[57.1 µM]
COC(=O)c1ccccc1NC(=O)c1cnn(-c2ccc(F)cc2)c1-n1cccc1	0%	nt	1%	nt	nt	3%	-10%	nt
Cc1c(C)n(CCC(=O)O)c2ccccc12	?	13%	10%	2%	1%	i	27%	0%
COC(=O)NCC(c1cccnc1)N1CCN(c2ccccc2)CC1 (configuration not stated)	11%	-7%	1%	-9%	22%	-25%	5%	-10%
O=C(c1ccco1)N1CCN(C(=O)c2ccc(COc3ccc4c(c3)CCC4)o2)CC1	?	0%	0%	2%	5%	-11%	?	9%
Cc1ccc(-c2ccc(/C=N/NC(N)=S)o2)cc1	?	-9%	-20%	10%	7%	i	1%	2%
Cc1ccc([C@@H]2[C@@H]3C(=O)N(C)C(=O)[C@@H]3[C@]3(C)C(=O)N(CC4CC4)CC(=O)N23)o1	-15%	-2%	-2%	-33%[inhibitor]	-9%	i	-26%	4%
CCN(CC)C(=O)CSc1nnc(-c2ccccc2)n1N	2%	12%	-1%	-6%	-1%	i	-1%	1%
CC1(NC(=O)Nc2cccc(Br)c2)CCS(=O)(=O)C1 (configuration not stated)	11%	0%	-8%	2%	0%	-7%	14%	3%
CN(C)S(=O)(=O)c1ccc(Oc2ccccc2)cc1	23%	8%	5%	4%	11%	-10%	2%	0%
O=c1[nH]c(=S)n(-c2ccc(Br)cc2)c2ncccc12	-4%	3%	-1%	7%	9%	i	5%	3%
